Assay outcomes deposited in PubChem by National Center for Advancing Translational Sciences (NCATS).
S3 lipid droplet = qHTS Assay for Lipid Storage Modulators in Drosophila S3 Cells. lipid storage change, negative = inhibition, % at the top dose, mostly 46.1 µM; hits show Potency in µM. 320,000 tested, 0.64% active. Drosophila S3 cells, BODIPY lipid droplet fluorescence, 18-24 h; cells fed with added oleic acid; active means well fitted inhibition curve with a large enough effect in the signal ratio, with a control signal flat, not every such curve was filed as active; inconclusive means small, poorly fitted or top-dose-only effect, or effect the other way, or a change in a side signal; the % refers to the signal ratio
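Laser-scanning cytometry quantifies lipid droplet accumulation (500–530 nm total intensity; droplet/cell object ratio) in oleic acid-fed (400 uM added) Drosophila S3 cells treated with a concentration series. 20 uM Triacsin C defined 100% inhibition.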
S3 lipid droplet cell count max = second read-out of S3 lipid droplet, no call of its own (marks repeat the call); cell number change, %; measured here: cell count max response;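 cells counted by Cell Tracker Red CMTPX staining in the red channel; peak over a dose series mostly up to 46.1 µM; percent activity relative to internal control wells on each plate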
* hit, by the source's call; i = inactive; u = inconclusive; x = no result given. On the % scale 0 is the no-effect control and ±100 the full control effect; potency means the concentration at half of the fitted maximal effect. These rows are one share of the data, so the mix of outcomes need not match the whole.

SMILES | S3 lipid droplet | S3 lipid droplet cell count max
O=C(N/N=C/c1ccccc1)c1cc(-c2ccc3c(c2)OCO3)n[nH]1 | u | x
Cc1cc(C)c2c(N)c(C(=O)Nc3c(C)n(C)n(-c4ccccc4)c3=O)sc2n1 | i | 4
COc1cc(NS(=O)(=O)N2CCCC2)cc(OC)c1OC | -32% | x
OC(CN1CCOCC1)Cn1cnc2ccccc21 (configuration not stated) | u | x
Cc1c(OC(C)C(=O)NCc2ccncc2)ccc2c3c(c(=O)oc12)CCC3 (configuration not stated) | i | -1
CCOc1ccc(S(=O)(=O)Nc2cc(S(=O)(=O)N(CC)CC)ccc2N2CCCC2)cc1 | u | x
CCOc1ccc(NC(=O)Cc2nnc(SCC(=O)N3CCOCC3)n2C)cc1 | 19% | 8
COc1cc(/C=C2/SC(=S)N(Cc3ccccc3)C2=O)cc(Cl)c1O | u | x
COc1ccc(/C=N\NC(=O)/C(=C\Nc2nccc(C)n2)NC(=O)c2ccccc2)cc1 | u | x
Cc1ccc(/C=N/N2C(=O)C3C(C2=O)C2C=CC3C23CC3)o1 (configuration not stated) | 14% | x
COc1ccc(/C=N\NC(=O)COc2ccc(C(C)(C)C)cc2)cc1Cn1nc(C)cc1C | u | x
O=C(NCc1ccc(F)cc1)C1CCCN(S(=O)(=O)c2ccc(-n3cnnn3)cc2)C1 (configuration not stated) | u | x
O=C1CC(c2ccccc2)NN1 (configuration not stated) | u | x
O=C(CSc1ccccc1)Nc1nnc(/C=C/c2ccccc2)s1 | -8% | -20
CCN(CC(=O)NC(=O)NCc1ccco1)Cc1nc2ccccc2c(=O)[nH]1 | i | x
COc1ccc(/C=C/C(=O)C2CC2)cc1COc1cccc(C)c1C | u | x
CC(C)(C)c1cc(C(=O)N/N=C/c2ccc([N+](=O)[O-])s2)n[nH]1 | u | x
Cc1nn(CC(=O)Nc2cccc(S(N)(=O)=O)c2)c(C)c1[N+](=O)[O-] | u | x
CCC(=O)c1ccc(OCC(=O)NCCC2=CCCCC2)c(OC)c1 | i | 19
O=C(CS(=O)(=O)c1ccccc1)NC1CCCCC1 | 19% | x
COc1cc2c(cc1NC(=O)COC(=O)/C=C/c1ccc([N+](=O)[O-])cc1)oc1ccccc12 | u | x
O=C(CSc1ccc2c(c1)OCCO2)Nc1ccc(Cl)cn1 | u | x
COc1cc(S(=O)(=O)Nc2ccccc2C)ccc1NC(=O)c1ccncc1 | u | x
CN(c1ccccc1)S(=O)(=O)c1cccc(C(=O)Nc2cccc(C(=O)NC3CC3)c2)c1 | u | x
COC(=O)CSc1nc(C)c(Oc2ccccc2)c(=O)[nH]1 | -1% | -1
COCCNC(=S)N1CCC(NC(=O)c2ccco2)CC1 | u | x
C/C(=N\OC(=O)c1ccc(Br)cc1)c1ccccn1 | u | x
CCCc1nnc(NC(=O)C(=O)NCCN(C)C)s1 | u | x
Cc1ccc(C)c(NC(=O)CSc2nnc(CNC(=O)c3ccco3)o2)c1 | i | 10
CCOC(=O)c1cc2c(=O)n3cccc(C)c3nc2n(C)c1=N | u | x
N#Cc1nc(-c2ccco2)oc1NCCc1ccccc1 | i | x
Cc1ccc(S(=O)(=O)NCCOc2nc(N(C)C)nc(N3CCOCC3)n2)cc1 | u | x
Cc1cccc(C)c1NC(=O)CN(C)C(=O)C1CCCCC1 | 14% | 13
COCCCNC(=S)N1CCN(c2ccc([N+](=O)[O-])cc2)CC1 | -13% | -9
CCNC(=S)NNC(=O)Cc1ccccc1 | 3% | -16
Cc1ccc(S(=O)(=O)N2CCCC2C(=O)OCc2ccco2)cc1 (configuration not stated) | u | x
CCCc1[nH]nc2c1C(c1ccc(OC(=O)N3CCOCC3)cc1)C(C#N)=C(N)O2 (configuration not stated) | -10% | 9
O=c1ccc2cc(O)c(O)cc2o1 | -22% | 6
CSc1nsc(/C=C/Nc2ccc(C)cc2)c1C#N | u | x
CN(C)c1cccc(NC(=O)NC2(C)CCS(=O)(=O)C2)c1 (configuration not stated) | 1% | 1
O=C(O)c1cc(Nc2nc(N3CCOCC3)nc(N3CCOCC3)n2)ccc1Cl | -6% | -9
CCOC(=O)C1=C(c2ccccc2)OC(N)=C(C#N)C1c1cccs1 (configuration not stated) | u | x
Cc1ccc(C(C(=O)NC2CCCCC2)N(CC2CCCO2)C(=O)CCCC(=O)Nc2ccccn2)cc1 (configuration not stated) | u | x
CNc1nc(-c2c(C)n(C)c3ccc(OC)cc23)cs1 | 10% | 3
O=C(Nc1ccccc1-c1ccccc1)NC1CCN(C(=O)N2CCOCC2)CC1 | -3% | -13
COc1cc(C(N)=O)cc(Cl)c1OCc1ccccc1 | u | x
Cc1cccc(NC(=S)N2CCC(C(N)=O)(N3CCCCC3)CC2)c1C | u | x
CC(C)(C)c1ccc(/C=N/NC(=S)NCc2ccccc2)cc1 | -28% | 4
COc1ccccc1N1C(=O)c2ccc(C(=O)Nc3ccc(F)cc3)cc2C1=O | u | x
CC1=NN(C(=O)COc2ccc(C)c(C)c2)C(O)(c2ccccc2)C1 (configuration not stated) | 27% | 5
C/C(CC(=O)Nc1ccccn1)=N\NC(=O)c1cccc(C)c1 | i | -5
CC(=O)N1CCN(S(=O)(=O)c2cccc(C(=O)NCCc3ccc(Cl)cc3)c2)CC1 | u | x
Cc1ccc(NC(=O)C2c3ccccc3Oc3ccccc32)nc1 | 11% | 22
Cc1sc2ncnc(NCc3ccccc3)c2c1C | -24% | x
O=C(Nc1ccc2c3c(cccc13)CC2)c1cccc([N+](=O)[O-])c1 | u | x
CCCn1cc(CN2CCC(C(=O)Nc3cccc(-c4cscn4)c3)CC2)c(C)n1 | u | x
CCCCc1ccc(NS(=O)(=O)c2cccs2)cc1 | u | x
CC(C)NC(=O)c1ccc2c3n(nc2c1)-c1ccccc1CO3 | 4% | -1
O=C(OCC(=O)N1CCCC1=O)c1ccc(Cl)cc1[N+](=O)[O-] | u | x
Cn1c(SCC(=O)N/N=C/c2ccc([N+](=O)[O-])s2)nnc1-c1ccc(Cl)cc1 | u | x

Next compounds:
SMILES | S3 lipid droplet | S3 lipid droplet cell count max
COc1ccc(CNC(=O)C/C(C)=N/NC(=O)C(c2ccccc2)c2ccccc2)cc1 | u | x
CCN1C(=O)c2cccc3c(S(=O)(=O)NC(Cc4ccccc4)C(=O)O)ccc1c23 (configuration not stated) | u | x
COc1ccc(N(C(=O)Cc2cccs2)C(C(=O)NC2CCCCC2)c2cccn2C)cc1OC (configuration not stated) | -1% | 23
COc1cccc(OCC(O)CN2CCc3ccccc3C2)c1 (configuration not stated) | u | x
O=C1c2cccc([N+](=O)[O-])c2C(=O)N1c1ccccc1 | 1% | -8
Cc1cccnc1NC(=O)c1sc2ccccc2c1Cl | i | x
COc1ccccc1-c1nn(Cc2ccccc2)cc1C(=O)NCC(c1ccco1)N1CCCC1 (configuration not stated) | -13% | -22
CCOC(=O)N1CCN(C(=O)c2ccc3c(=O)n(CCc4ccc(OC)c(OC)c4)c(=O)[nH]c3c2)CC1 | 1.3µM* | 13*
Cn1c(N)c(C#N)c2c(c1=S)CSC(C)(C)C2 | 5% | -2
CN1C(=O)N(CC(=O)Nc2sccc2C(N)=O)C(=O)C12CCCCC2 | u | x
NS(=O)(=O)c1ccc(CCNc2nc(CN3CCCCC3)nc3sc4c(c23)CCC4)cc1 | u | x
O=C(O)c1cccc(NC(=O)c2ccc3c(c2)C(=O)N(CC2CCCO2)C3=O)c1 (configuration not stated) | u | x
COc1ccc(/C=C2\CCc3ccccc3C2=O)cc1Cn1cccn1 | u | x
Cc1cc(C)c(C(=O)CN2C(=O)NC3(CCCCCC3)C2=O)cc1C | -4% | 4
Cc1ccc(C(=O)Nc2ccc(Cl)cn2)cc1 | u | x
CN(Cc1ccccc1)c1nc2c(c(=O)[nH]c(=O)n2C)n1CCOc1ccccc1 | u | x
CCN(CC)CCNS(=O)(=O)c1ccc2[nH]cc(C(=O)O)c(=O)c2c1 | u | x
COc1ccc(S(=O)(=O)N2CCN(Cc3cccc(OC)c3)CC2)cc1 | u | x
CCOCCCN(CCC#N)S(=O)(=O)c1ccc(S(=O)(=O)N2CCCC2)cc1 | i | 3
O=C(CCS(=O)(=O)c1ccc(Br)cc1)NC1CCCC1 | u | x
Cc1ccnc(SCC(=O)O)n1 | u | x
Cc1n[nH]c(C)c1CCC(=O)N/N=C/c1c[nH]c2ccccc12 | u | x
Nc1nc(NC(=O)Cc2ccccc2)nn1-c1ccccc1 | 15% | 4
CCOC(=O)CC1COCCN1C(=O)c1ccc2oc(Cc3ccccc3)nc2c1 (configuration not stated) | -3% | -26
CCOC(=O)N1CCN(C(=O)CSc2ccc3nnc(-c4cccnc4)n3n2)CC1 | u | x
COc1ccccc1CNC(=O)COc1cccnc1[N+](=O)[O-] | u | x
CCn1ncc(CN2CCN(C(=O)Nc3ccccc3C(=O)OC)CC2)c1C | u | x
Nc1cc(N2CCCC2)ccc1[N+](=O)[O-] | u | x
O=C(Nc1ccc(Oc2ccccc2)nc1)C1CCCCN1Cc1cccc(OCCO)c1 (configuration not stated) | u | x
COc1ccc(-c2nc(N)nc(C(F)(F)F)c2-c2csc(C)n2)c(O)c1 | 7% | 2
CCOc1ccc(NC(=O)c2cccs2)c([N+](=O)[O-])c1 | 0% | -5
CCCSc1nsc(SCCC)c1C#N | u | x
Cn1c(SCC(=O)NNC(=O)c2ccccc2)nnc1C1CC1 | u | x
CCC(CO)NCc1ccc(-c2ccccc2)cc1 (configuration not stated) | -1% | -1
COc1ccccc1-c1cc(C(=O)N/N=C/c2ccc(C)o2)c2ccccc2n1 | u | x
COC(=O)C(Cc1cncn1COCc1ccccc1)NC(=O)OC(C)(C)C (configuration not stated) | u | x
COC(=O)c1cc(=O)c2c(C)nc(C(Cl)(Cl)Cl)nc2[nH]1 | u | x
O=C(O)c1cc2n(n1)C(C(F)(F)F)CC(c1ccco1)N2 (configuration not stated) | u | x
CCOc1cccc(NC(=O)C2CC(=O)N(C)C(=Nc3cccc(F)c3)S2)c1 (configuration not stated) | -22% | -9
N#CCC(=O)Nc1ccc(C(=O)OCC(=O)Nc2ccccc2-c2ccccc2)cc1 | 1% | -23
O=C(CN1C(=O)NC2(CCCC2)C1=O)Nc1nc(-c2ccc(F)cc2)cs1 | 18% | -11
CC(=O)c1cc(Cc2csc(C(C)=O)c2)cs1 | u | x
CSC1=C(C#N)C(=O)NC(c2ccccc2O)S1 (configuration not stated) | -16% | 6
CC(C)N(C(=O)CSc1nnc(Cc2csc(Nc3ccccc3)n2)o1)C(C)C | i | x
COc1ccc2cc(-c3cccnc3)ncc2c1 | 12% | 5
CCn1cc(CCCC(=O)NCc2cccnc2)c2ccccc21 | u | x
Cn1c(=O)cc(SCC(=O)NCCCN2CCOCC2)c2ccc(Cl)cc21 | -4% | -15
COc1ccc(NC(=O)CNC(=O)C23CC4CC(CC(C4)C2)C3)c(OC)c1 | u | x
O=c1/c(=C/c2ccccn2)sc2nc3ccccc3n12 | 13% | 1
COc1ccc(C)cc1S(=O)(=O)Nc1cccc(Cl)c1 | i | x
COc1ccc(-c2nc3c(c(SCC(=O)N4CCOCC4)n2)Cc2c(CO)cnc(C)c2O3)cc1 | u | x
COc1cc(Cl)c(C)cc1NC(=O)COC(=O)/C=C/c1c(C)nn(C2CCS(=O)(=O)C2)c1Cl (configuration not stated) | u | x
CC(C)C[C@@H](COc1ccccc1)N1CCN(CCc2ccccc2)CCC1=O | i | 2
CC(C)(C)C(=O)Nc1sc2c(c1-c1nc3ccccc3[nH]1)CCCC2 | u | x
Cc1cc(/C=C2\C(=N)N3N=C(S(C)(=O)=O)SC3=NC2=O)c(C)n1Cc1ccccc1 | 0% | 29
CCC(c1nnnn1C1CCCC1)N1CCN(c2ccccc2F)CC1 (configuration not stated) | i | -19
COc1ccc(Oc2nnc(-c3ccc(C)cc3)c3ccccc23)cc1 | -20% | -12
